# Screening results deposited in PubChem BioAssay by Broad Institute.
# RAD52 anneal inh – RAD52 DNA annealing inhibitors, primary screen, biochemical, FRET, single point, set 2; DNA repair protein RAD52 homolog (Homo sapiens), P43351; recombinant RAD52 DNA annealing, FRET fluorescence; inhibition, % at 18.7 µM; 360,000 compounds, 0.46% hits; AID 651710, 2012;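 active means every replicate showing at least 50% inhibition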
# Target sequence (P43351 whole entry, looked up): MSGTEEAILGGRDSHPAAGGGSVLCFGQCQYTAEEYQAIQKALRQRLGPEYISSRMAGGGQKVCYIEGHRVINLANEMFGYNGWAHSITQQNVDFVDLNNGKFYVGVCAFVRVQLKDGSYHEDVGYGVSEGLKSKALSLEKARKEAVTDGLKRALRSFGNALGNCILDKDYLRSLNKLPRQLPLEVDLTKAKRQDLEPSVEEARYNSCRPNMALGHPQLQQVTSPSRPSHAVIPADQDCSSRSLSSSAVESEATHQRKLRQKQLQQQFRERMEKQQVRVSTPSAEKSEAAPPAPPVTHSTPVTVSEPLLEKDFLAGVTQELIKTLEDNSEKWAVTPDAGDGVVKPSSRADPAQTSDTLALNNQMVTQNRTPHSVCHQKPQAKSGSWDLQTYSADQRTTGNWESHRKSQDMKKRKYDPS
# E-sel inducer – E-selectin induction in HUVECs, primary screen, imaging, HUVEC, immunofluorescence imaging, single point. P16581. normalized: neutral wells 0, TNF-alpha wells 100. activation, % at 7.58 µM. 260,000 compounds, 0.37% hits. AID 686992, 2013;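 active means mean E-selectin-positive cell signal at least 10% of the positive control, reached in at least 60% of replicates, without over 20% cell loss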;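 further: in these data hits start at about 27%; measured in HUVEC primary endothelial cells; signal is the percent of cells scored E-selectin positive by PE staining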
# Target sequence (P16581 whole entry, looked up): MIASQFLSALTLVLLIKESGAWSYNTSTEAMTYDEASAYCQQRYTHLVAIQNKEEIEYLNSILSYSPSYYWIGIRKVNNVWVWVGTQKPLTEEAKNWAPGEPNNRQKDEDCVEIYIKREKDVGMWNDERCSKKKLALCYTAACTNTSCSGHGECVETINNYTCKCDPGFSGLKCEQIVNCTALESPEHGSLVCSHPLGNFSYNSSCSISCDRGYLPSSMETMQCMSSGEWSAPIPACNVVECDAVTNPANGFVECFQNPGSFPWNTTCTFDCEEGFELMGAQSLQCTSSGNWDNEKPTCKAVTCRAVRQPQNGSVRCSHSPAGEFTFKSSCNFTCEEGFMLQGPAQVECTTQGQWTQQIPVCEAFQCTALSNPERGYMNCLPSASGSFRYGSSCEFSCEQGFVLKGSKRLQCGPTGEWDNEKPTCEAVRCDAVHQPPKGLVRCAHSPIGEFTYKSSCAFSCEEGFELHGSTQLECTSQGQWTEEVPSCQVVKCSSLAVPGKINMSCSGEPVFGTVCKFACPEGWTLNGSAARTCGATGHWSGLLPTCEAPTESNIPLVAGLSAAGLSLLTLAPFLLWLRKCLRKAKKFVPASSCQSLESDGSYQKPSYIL
#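 Read-out: % PE-positive cells | Test system: HUVEC | Doses: One compound dose added by pin transfer | Buffer or medium: EGM-2 over gelatin coat | Signal: Immunofluorescence imaging | Benchmarks: TNF-alpha, DMSO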
# ERAP1 HTS inh – human ERAP1 aminopeptidase inhibitors, primary screen, biochemical, single point, plate reader. recombinant ERAP1, Leu-AMC fluorescence, 60 min. inhibition, % at 10.7 µM. Endoplasmic reticulum aminopeptidase 1 (Homo sapiens), Q9NZ08. 340,000 compounds, 0.15% hits;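 active means mean replicate inhibition of at least 30%, or all replicates individually reaching that 30% level; inactive means mean below 30% and not every replicate reaching it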;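 further: 0% = neutral control wells and 100% = L-leucinethiol positive control wells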
# The depositor's hits bear a star. Not all compounds are listed. The share of hits here may be higher or lower than overall.
# Every second line gives: RAD52 anneal inh | E-sel inducer | ERAP1 HTS inh
COc1ccccc1S(=O)(=O)N[C@H]1CC[C@@H](CCn2cc(C3CCCC3)nn2)O[C@@H]1CO
    -4.8 | 0.3 | 0.6
CCOc1ccc(N2C(=O)CC(N(C)Cc3ccccc3)C2=O)cc1 (stereo not drawn)
    -0.4 | -1.4 | -5.5
CCOC(=O)N1CCC(N(CCN(C)C)C(=S)Nc2cccc(C)c2)CC1
    -9.3 | 0.7 | -0.1
C/C=C/c1ccc([C@H]2[C@@H](CO)N(C(=O)CC)[C@@H]2CNCC2CCCCC2)cc1
    -57.8 | 0.0 | -29.6
Cc1cc(Cl)cc(Cl)c1OCCCCN(C)C
    -10.1 | 0.1 | 10.2
CCCCn1c(N)c(N(CCC(C)C)C(=O)c2cccc(-n3cnnn3)c2)c(=O)[nH]c1=O
    -2.5 | 0.0 | -0.7
CN(C)C(=O)c1cc(C(=O)c2ccc(C(F)(F)F)cc2)c[nH]1
    -9.1 | 0.0 | 0.5
CCC1(C)Cc2ccccc2-c2nc(SC)[nH]c(=O)c21 (stereo not drawn)
    -9.2 | 0.1 | -1.4
CCOc1ccc2nc(SCC(=O)N3c4ccccc4Sc4ccccc43)c(C#N)cc2c1
    -53.3 | 0.1 | 0.4
CCCn1c(N)c(C(=O)CSc2nnc(C3CC3)n2C2CC2)c(=O)[nH]c1=O
    -11.6 | 0.0 | 0.6
CCC(C)CN1C(=O)CN(S(C)(=O)=O)CC1(C)C(=O)Nc1c(C)cccc1C (stereo not drawn)
    -6.0 | 0.2 | -1.2
O=C(NCc1ccncc1)C(=O)NCC(c1ccccc1)c1ccccc1
    -6.3 | 0.0 | 0.4
N#CC1=C(S)N(c2ccccc2)C(c2ccco2)NC1=O (stereo not drawn)
    -27.5 | 0.1 | 3.8
COc1ccc2c3c(ccc2c1)C(=O)/C(=C/O)CC3
    -20.7 | 0.1 | 1.4
O=C(NC1CCCCC1)N1CCCC(CNS(=O)(=O)Cc2ccccc2)C1 (stereo not drawn)
    -16.0 | -0.1 | -1.7
CCCCn1c(N)c(N(CC(C)C)C(=O)CN2C(=O)C3CCCCC3C2=O)c(=O)[nH]c1=O (stereo not drawn)
    -8.2 | 0.1 | 7.8
CC(=O)N/C(=C\c1ccccc1)C(=O)OC(C)C(=O)c1ccccc1 (stereo not drawn)
    -11.0 | 0.0 | 3.6
CC(C)(C)c1ccc(OCc2cnc(Cl)s2)cc1
    -8.5 | 1.1 | -13.7
CCOC(=O)c1c(C)c(C)n(Cc2cccc(OC)c2OC)c1C
    -20.0 | -2.9 | 0.4
COC(=O)C1=C(C)N(Cc2ccccc2C(F)(F)F)C(=NCc2ccc(C(F)(F)F)cc2)NC1c1cccc(Cl)c1 (stereo not drawn)
    -2.8 | -0.5 | 3.2
C/C(=N\OCC(=O)Nn1c(=O)[nH]c2ccccc2c1=O)c1cccs1
    -16.3 | -1.0 | 3.9
CCCCCCCCN1C(=O)[C@H](CC(=O)NCCCCc2ccccc2)C[C@@]2(C(=O)OC)CC(C)(C)CC=C12
    -2.7 | 1.1 | -0.9
Cc1ccc(S(=O)(=O)Nc2ccc(NC(=O)Nc3cccc(C(F)(F)F)c3)cc2)cc1
    -10.2 | -0.1 | -1.2
CCCN1[C@H](CO)[C@H](c2ccc(C#CC3CCCCC3)cc2)[C@@H]1CNC(=O)C1CC1
    -12.1 | 0.3 | -2.1
O=C(O)CC/C(=C/c1cccc(NC(=O)c2ccccc2Cl)c1)c1nc2ccccc2s1
    -81.1 | -0.3 | 3.8
Cc1cccc(C)c1NC(=O)CN(C)C(=O)CC1OC(=O)c2ccccc21 (stereo not drawn)
    0.4 | -3.5 | -3.9
COc1ccc(-c2cc(NC(=O)Cc3c[nH]c4ccccc34)ccc2N(C)c2cccnc2)cc1F
    14.1 | 0.3 | 1.5
O=C(NCCN1CCOCC1)c1cccc(NS(=O)(=O)c2ccc(Br)cc2)c1
    -5.7 | -0.4 | 2.1
N#Cc1ccccc1Sc1ccccc1C(=O)Nc1ccc2ccccc2c1
    -2.9 | 0.1 | -0.3
COc1cc2nc(COc3ccccc3[N+](=O)[O-])oc(=O)c2cc1OC
    -5.6 | 0.0 | 1.7

# Brought forward from above: 3 compounds, then new ones.
# Every second line gives: RAD52 anneal inh | E-sel inducer | ERAP1 HTS inh
O=C(NCCN1CCOCC1)c1cccc(NS(=O)(=O)c2ccc(Br)cc2)c1
    -5.7 | -0.4 | 2.1
N#Cc1ccccc1Sc1ccccc1C(=O)Nc1ccc2ccccc2c1
    -2.9 | 0.1 | -0.3
COc1cc2nc(COc3ccccc3[N+](=O)[O-])oc(=O)c2cc1OC
    -5.6 | 0.0 | 1.7
O=S(=O)(Nc1cccc(-c2ccc3nncn3n2)c1)c1ccccc1F
    -12.1 | -0.7 | -2.1
COC(=O)Cn1nc(-c2ccc(C)cc2)c2ccccc2c1=O
    -5.2 | 1.9 | 16.2
CC(C)(C)C(=O)NC(=S)N1CCOCC1
    -2.6 | 5.4 | -1.0
COc1ccc(C(=O)Nc2ccccc2C(=O)O)cc1Cl
    -17.1 | -1.3 | -1.5
Cc1cc(-c2c(C)[nH]n(-c3ccccc3)c2=O)n[nH]1
    -23.1 | -0.1 | -0.3
CC(=O)N1CN(C2CC(C)(C)NC(C)(C)C2)Cc2c1sc1c2CCCC1
    -7.9 | 5.1 | 0.5
COc1ccc(-c2nnc(NC(=O)CSc3ccccc3)s2)cc1OC
    -12.8 | -2.1 | 1.6
CCn1c2ccccc2c2cc(/C=N/O)ccc21
    -9.3 | -0.2 | -1.8
Cc1cccc(CN2CCN(C3CCCC3)C(CCO)C2)n1 (stereo not drawn)
    -8.7 | 0.7 | 1.5
Cc1ccc(NC(=O)c2ccc(NCCN)c([N+](=O)[O-])c2)cc1Cl
    29.4 | 1.1 | -1.2
COc1ccc(NS(=O)(=O)c2ccc(N/N=C(\C)c3ccncc3)c([N+](=O)[O-])c2)cc1
    -9.4 | 3.6 | 2.8
CN(C)CC(=O)N1[C@@H](C#N)[C@H](c2ccccc2-c2ccc(C(=O)N(C)C)cc2)[C@@H]1CO
    -9.0 | 0.1 | 0.1
Cc1sc2ncnc(N3CCC(C(=O)Nc4nnc(SCc5ccccc5F)s4)CC3)c2c1C
    -1.8 | -0.1 | -1.3
COc1ccc(C(C(=O)NC(C)(C)C)n2c(-c3ccc(C(F)(F)F)cc3)nc3ccccc32)cc1 (stereo not drawn)
    -8.0 | -0.1 | -3.7
CCNC(=O)N1CCN(c2ccc(N3CCN(Cc4ccccc4)[C@@H](C)C3)c(C)c2)[C@@H](C)C1
    -8.1 | 0.1 | 0.0
O=c1[nH]cc(N(CCO)CCO)c(=O)[nH]1
    -2.8 | -0.2 | 2.3
COc1cc(NC(=O)C/C(C)=N/NC(=O)C(=O)NC2CCCCC2)c(OC)cc1Cl
    -5.7 | 10.7 | -3.2
CCOC(=O)c1ccc(NC(=S)N2CCN(CCN=CC3=C(O)CC(C)(C)CC3=O)CC2)cc1
    4.3 | 0.3 | -5.3
FC(F)Oc1ccc(-n2cc(-c3ccccc3)[n+]3c2CCCCC3)cc1
    7.7 | -0.2 | 0.3
COc1ccc(C(=O)Nc2nnc(CC(=O)N/N=C/c3ccc(O)cc3O)s2)cc1
    -7.0 | 0.0 | -7.6
N#Cc1c2c(c(-c3ccccc3Cl)[nH]c1=S)CCCC2
    -18.1 | -0.1 | 6.6
CCCC(=O)OC[C@H]1CN(C2CCCC2)S(=O)(=O)c2c(Oc3ccccc3)cccc2O1
    -6.2 | 8.4 | -6.9
Clc1cccc2sc(N3CCN(c4ccccc4)CC3)nc12
    -9.6 | 0.6 | 4.8
N/C(=N\OC(=O)COc1ccc(Cl)cc1Br)c1ccncc1
    8.0 | 18.5 | -1.8
O=C(CCn1c2c(c3ccccc31)CCCC2)NNC(=O)c1ccc([N+](=O)[O-])cc1
    -4.7 | 0.8 | -7.9
CN1CCCCC(NC(=O)c2cccc(C(F)(F)F)c2)C1=O (stereo not drawn)
    -20.2 | 0.1 | -2.5
Cc1cc(C)nc(Nc2cc([N+](=O)[O-])ccc2C)n1
    -2.4 | -0.3 | -3.1
NNC(=O)C1c2ccccc2Oc2ccccc21
    -4.5 | -0.1 | 2.2
Cn1c(-c2cccs2)[n+](C)c2ccccc21
    -11.4 | 4.0 | 2.5
Cc1ccc(/C=C2/NC(=O)N(Cc3ccccc3F)C2=O)o1
    0.0 | -0.1 | 2.8
Cc1cccc(C(=O)OCC(=O)N2CCc3ccccc3C2)c1O
    -11.0 | 0.1 | 2.4
COc1ccc(/C=C/c2nc(N)nc(-c3ccccc3O)n2)cc1OC
    -14.2 | 0.3 | -3.3
COc1ccc(CCNC(=O)CN(c2ccccc2)S(=O)(=O)c2ccccc2)cc1
    3.0 | 0.1 | 1.7
COC(=O)C1=C(C)N(C)C(=NCc2ccccc2)NC1c1cccc(Cl)c1 (stereo not drawn)
    -12.0 | -0.2 | -0.1
O=C(C(=O)N1CCN(c2ccccc2F)CC1)c1ccccc1
    -0.8 | 0.1 | 0.9
O=[N+]([O-])c1cnccc1-n1nnc2ccccc21
    -1.0 | -0.4 | 6.8
COc1cccc(S(=O)(=O)N2CC3(CN[C@@H](CO)c4[nH]c5cc(OC)ccc5c43)C2)c1
    -38.5 | -0.2 | -0.9
CCN(C(=O)CSc1cc(C)c2ccccc2n1)c1c(N)n(Cc2ccccc2)c(=O)[nH]c1=O
    -14.6 | 1.0 | 1.8
CCCCn1nnnc1C(c1ccccc1)N1CCN(C(=O)c2ccco2)CC1 (stereo not drawn)
    -6.6 | -0.1 | 4.2
COC(=O)c1ccc(N)c2c(N)ccc(C(=O)OC)c12
    -17.6 | -0.1 | 1.0
CC(=O)Nc1ccc(NC(=O)C(C)Oc2ccc(Cl)cc2Cl)cc1 (stereo not drawn)
    -5.2 | -0.1 | -1.2
O=C(NC1CCC1)[C@@H]1[C@@H](CO)[C@@H]2Cn3c(ccc(-c4ccncc4)c3=O)[C@@H]2N1CCc1ccccc1
    -12.8 | -0.4 | 1.2
CCCC#C/C(CCC)=C1\c2ccccc2C(=O)N1c1ccccc1
    -16.2 | 0.1 | 2.3
COC(=O)[C@@]12C[C@@H](CC(=O)NCc3ccccc3)C(=O)N(CCc3ccc(OC)c(OC)c3)C1=CCC(C)(C)C2
    11.6 | 0.1 | 1.1
COC(=O)[C@]12C[C@H](CC(=O)NCCC(C)C)C(=O)N(CCC3=CCCCC3)C1=C[C@H](COCc1ccccc1)O[C@@H]2C
    -12.1 | 0.0 | 4.9
Nc1ccc(CCCC(=O)NCc2cccnc2)cc1
    -14.0 | 0.1 | 0.5
CCOC(=O)c1cnc2c(c(C)nn2CC)c1NCCN1CCOCC1
    -9.6 | -0.2 | 13.1
CCCCCCCCCCCCNC[C@@H]1CSCCS(=O)(=O)N1
    -8.3 | -0.1 | -1.3
CC(C)(C)NC(=O)C(c1ccccc1)n1c(=O)c(-c2ccccc2)nc2ccccc21 (stereo not drawn)
    -3.6 | -0.2 | -2.9
CC1(C)Cc2ccccc2C(NNC(=O)c2ccccc2)=N1
    -7.3 | -2.3 | 4.5
CSCCC(NC(=O)c1ccccc1Cl)C(=O)Nc1ccncc1 (stereo not drawn)
    -1.9 | -0.1 | -3.2
Cc1noc(C)c1CSCC(=O)Oc1ccc(N(C)S(=O)(=O)c2ccc(Cl)cc2)cc1
    -13.9 | 1.3 | 1.0
COc1ccc2c3c([nH]c2c1)[C@H](CO)N(C(=O)C1CCCCC1)CC31CN(C(=O)NC(C)C)C1
    8.9 | 0.0 | 1.1
S=c1[nH]nc(-c2ccccc2)n1/N=C/C=C/c1ccco1
    -9.7 | 0.0 | 4.0
CCOc1c(Cl)cc(CNCC(O)c2ccccc2)cc1OC (stereo not drawn)
    5.1 | 1.9 | -5.9
CC1CCCCC12NC(=O)N(CC(=O)Nc1ccc3[nH]c(=O)[nH]c3c1)C2=O (stereo not drawn)
    0.9 | 0.4 | -1.1
NC(=S)Cc1nc(-c2ccccc2)cs1
    -2.9 | 0.3 | 6.2
O=C1c2cccc3cccc(c23)C(=O)N1CC1CCN(S(=O)(=O)c2ccc(F)cc2)CC1
    5.3 | 2.4 | 10.3
CC(C)(C)NC(=S)NCc1ccco1
    -14.3 | -0.9 | 0.6
N#CCCn1nc(-c2ccc(Br)cc2)cc1Nc1ccccc1NC(=O)C(F)(F)F
    -4.1 | 0.8 | -1.5

# An excerpt from above with just ERAP1 HTS inh.
Molecule,ERAP1 HTS inh
Cc1cccc(C(=O)OCC(=O)N2CCc3ccccc3C2)c1O,2.4
COc1ccc(/C=C/c2nc(N)nc(-c3ccccc3O)n2)cc1OC,-3.3
COc1ccc(CCNC(=O)CN(c2ccccc2)S(=O)(=O)c2ccccc2)cc1,1.7

# The list goes on.
# Every second line gives: RAD52 anneal inh | E-sel inducer | ERAP1 HTS inh
COc1ccc2c3c(n(C)c2c1)[C@@H](CO)N(S(C)(=O)=O)CC31CN(C(=O)C2CCCC2)C1
    -1.4 | -0.3 | 0.3
CCCCNC(=O)C1C(c2ccc(OC)cc2)=Nc2ccccc2N1C(=O)c1ccncc1 (stereo not drawn)
    -24.3 | -0.1 | -0.5
CSCCC(NC(=O)c1ccc([N+](=O)[O-])cc1Cl)C(=O)OCC(=O)NC1CCCC(C)C1C (stereo not drawn)
    -5.8 | 0.1 | -2.9
CN1CC2([N+](=O)[O-])CC=C(OCCO)C([N+](=O)[O-])(C1)C2 (stereo not drawn)
    4.5 | -0.5 | -3.2
CCC(=O)NC1OC(CO)C(O)C(O)C1O (stereo not drawn)
    -7.4 | 2.2 | -0.3
